# VIM-2 inh: VIM-2 metallo-beta-lactamase inhibitors, primary screen, biochemical, epi-absorbance readout, Pseudomonas aeruginosa enzyme. 0.89% of 290,000 active. AID 1527, 2009. inhibition, % at 5.6 µM. purified VIM-2, nitrocefin hydrolysis, epi-absorbance fluorescence;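 active = inhibition above the mean of all tested compounds plus 3 SD, cutoff set per screening run, cut at about 7.5% in these data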;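 note: red hydrolysis product quenches plate fluorescence so inhibitors raise well fluorescence; 0% = enzyme with DMSO and 100% = DMSO without enzyme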
# CRFR2-BP antag: antagonists of CRF-BP/CRF-R2 complex, primary screen, cell-based, HEK293, calcium dye fluorescence, uHTS. CRF-induced calcium fluorescence. 0.59% of 350,000 active. inhibition, % at 11.8 µM;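 active = inhibition of the ligand-induced calcium signal above about 50% at the single tested concentration, limit read from the data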
# IMP-1 inh: IMP-1 metallo-beta-lactamase inhibitors, primary screen, biochemical, epi-absorbance readout, Pseudomonas aeruginosa enzyme | purified IMP-1, nitrocefin hydrolysis, epi-absorbance fluorescence | 0.45% of 290,000 active | metallo-beta-lactamase IMP-1 (Pseudomonas aeruginosa) | inhibition, % at 5.6 µM;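 active = inhibition above the mean plus 3 SD of all compounds in the same screening run, cut at about 4.5% in these data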;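 note: 0% = IMP-1 with DMSO and 100% = DMSO wells lacking enzyme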
#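 System: purified IMP-1; amount: IMP-1 0.2 nM before substrate addition; compound: single dose, 5.6 µM; times: 25 °C, 15 min preincubation, 25 min reaction; signal: Epi-absorbance via hydrolysed-nitrocefin quenching of white-plate fluorescence, 480/530 nm, EDTA stop; benchmarks: DMSO with and without IMP-1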
# NS3 helicase inh: inhibitors of HCV NS3 helicase, primary screen, biochemical, Cy5 molecular beacon fluorescence. Hepatitis C virus NS3 helicase. NS3 helicase DNA unwinding. inhibition, % at 10.9 µM. 0.56% of 290,000 active. AID 1800, 2009;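 active = inhibition above the mean of all tested compounds plus 3 SD, set per campaign, cut at about 35% in these data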;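 note: 0% = DMSO wells and 100% = thioflavine S control wells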
#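 Compound dosing – single dose, 10.9 µM nominal final, DMSO 0.8% final · System – NS3 helicase fragment of HCV · Buffer or medium – MOPS pH 6.5, MgCl2, DTT, Tween20, BSA · Signal – Cy5 beacon fluorescence read at start and 1 h · Also added – annealed dual-labelled DNA beacon duplex, ATP-started · Schedule – 1 h at 25 °C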
# SUMO HTRF inh: inhibitors of in vitro SUMOylation cascade, primary screen, biochemical, HTRF, uHTS | 0.36% of 290,000 active | HTRF SUMOylation assay, SAE1/SAE2 + UBC9 | SUMO-conjugating enzyme UBC9 (Homo sapiens), P63279 | AID 2006, 2009 | inhibition, % at 35 µM; in the data active = inhibition above about 50%, passing the limit was not always enough; note: strong numbers were not always called active
# IDE act: human IDE activators in live cells, primary screen, fluorescence polarization, HEK cells, FAbeta-B substrate. activation, % at 5.96 µM. Insulin-degrading enzyme (Homo sapiens), P14735. AID 493087, 2011. FAbeta-B cleavage; 0% vehicle, 100% cell-free pure enzyme wells. 0.073% of 340,000 active;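 active = activation above the mean of all tested compounds plus 3 SD, set per screening campaign, cut at about 17% in these data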
# pCIP destab: p/CIP-EGFP fusion destabilizers, primary screen, fluorescence, F442A cells | 0.01% of 290,000 active | AID 1984, 2009 | Q05BA5 | 16 h | decrease of EGFP signal, % at 10 µM;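 active = EGFP signal decrease of at least 30% at 10 µM or well 3 SD below plate mean, unless failing retest; inactive = the rest, including hits failing retest or dose response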; note: some compounds called inactive have numbers as strong as hits; many of its hits are not listed in these tables
# Target sequence (Q05BA5 1-1403): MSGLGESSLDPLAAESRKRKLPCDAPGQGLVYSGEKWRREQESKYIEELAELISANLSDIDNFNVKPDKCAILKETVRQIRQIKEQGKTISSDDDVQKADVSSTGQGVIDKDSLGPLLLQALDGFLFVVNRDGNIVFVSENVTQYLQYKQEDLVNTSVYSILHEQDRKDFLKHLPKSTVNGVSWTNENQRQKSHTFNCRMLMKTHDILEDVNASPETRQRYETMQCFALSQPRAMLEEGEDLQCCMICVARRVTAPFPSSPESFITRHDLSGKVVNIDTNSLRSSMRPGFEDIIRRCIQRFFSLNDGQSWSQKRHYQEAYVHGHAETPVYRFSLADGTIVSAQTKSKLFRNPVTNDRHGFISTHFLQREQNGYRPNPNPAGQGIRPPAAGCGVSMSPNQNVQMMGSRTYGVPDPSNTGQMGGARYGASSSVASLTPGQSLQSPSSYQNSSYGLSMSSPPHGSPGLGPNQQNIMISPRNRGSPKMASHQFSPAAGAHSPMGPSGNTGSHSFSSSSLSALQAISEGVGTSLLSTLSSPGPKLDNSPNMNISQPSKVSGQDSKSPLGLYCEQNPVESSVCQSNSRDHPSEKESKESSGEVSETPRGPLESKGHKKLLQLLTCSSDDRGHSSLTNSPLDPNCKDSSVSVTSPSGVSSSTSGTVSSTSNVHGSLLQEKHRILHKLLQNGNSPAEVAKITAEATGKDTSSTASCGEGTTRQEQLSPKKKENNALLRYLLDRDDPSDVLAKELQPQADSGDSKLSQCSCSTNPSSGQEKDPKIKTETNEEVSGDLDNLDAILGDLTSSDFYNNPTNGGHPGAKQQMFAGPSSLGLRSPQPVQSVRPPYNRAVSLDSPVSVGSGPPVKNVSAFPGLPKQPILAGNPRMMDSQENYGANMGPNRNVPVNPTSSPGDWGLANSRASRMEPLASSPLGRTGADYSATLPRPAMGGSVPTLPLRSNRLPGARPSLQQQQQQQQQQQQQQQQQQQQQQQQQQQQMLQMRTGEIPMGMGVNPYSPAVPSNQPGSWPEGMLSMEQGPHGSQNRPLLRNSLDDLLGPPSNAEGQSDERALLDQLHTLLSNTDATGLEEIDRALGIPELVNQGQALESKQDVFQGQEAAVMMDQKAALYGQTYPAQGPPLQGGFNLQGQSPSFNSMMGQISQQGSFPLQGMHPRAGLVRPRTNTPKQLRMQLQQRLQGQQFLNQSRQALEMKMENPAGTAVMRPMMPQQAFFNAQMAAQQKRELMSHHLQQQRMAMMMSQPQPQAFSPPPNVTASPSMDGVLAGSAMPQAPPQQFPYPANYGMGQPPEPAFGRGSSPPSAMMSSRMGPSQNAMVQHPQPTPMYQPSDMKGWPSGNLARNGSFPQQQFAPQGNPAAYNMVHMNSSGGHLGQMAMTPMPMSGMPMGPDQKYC
# IDE inh: human IDE inhibitors in live cells, primary screen, fluorescence polarization, HEK cells, FAbetaB substrate. Insulin-degrading enzyme (Homo sapiens), P14735. 0.41% of 320,000 active. FAbetaB cleavage. inhibition, % at 5.59 µM;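 active = percent inhibition above the average of all tested compounds plus 3 SD, set per screening campaign, cut at about 16% in these data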;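 note: IDE supplied by intact live HEK cells; FP after avidin binding of uncleaved biotin substrate so inhibition keeps polarization high; 0% = DMSO wells and 100% = 60 µM reference IDE inhibitor Ii1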
# GalR3 antag: GalR3 antagonists in HEK293 cells, primary screen, cell-based, fluorescence readout. Galanin receptor type 3 (Homo sapiens), O60755. HEK293 GalR3-CNG cAMP membrane potential fluorescence; galR3 body fused to GalR1 C-terminus. inhibition, % at 3 µM. 0.44% of 360,000 active. AID 651719, 2012;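 active = inhibition above the screen-wide average plus 3 SD, cut at about 13% in these data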;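 note: forskolin and galanin both at EC90 stimulate the cells; cAMP rise reported by CNG channel membrane potential dye signal; 0% = forskolin plus galanin with DMSO and 100% = forskolin alone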
# Starred values were filed as active, the others as inactive; / = no result given. Outcome played no part in choosing rows. Share with any hit: about 3.2%.
SMILES,VIM-2 inh,CRFR2-BP antag,IMP-1 inh,NS3 helicase inh,SUMO HTRF inh,IDE act,pCIP destab,IDE inh,GalR3 antag
CCOc1ccc(OCCCC(=O)N2CCN(S(=O)(=O)c3ccccc3C#N)CC2)cc1,/,4,/,/,/,0,/,-3,-2
CC(=O)OCC(=O)Nc1ccccc1C,-0.5,-4,-4.6,1,-5,-3,-1,13,2
O=C(CSc1nnc(Cc2ccccc2)o1)Nc1ccc2c(c1)OCO2,-3.4,21,-3.6,-10,0,5,-7,2,-1
COc1ccc(N2CCN(C(=O)c3cccc(S(=O)(=O)N4CCCc5ccccc54)c3)CC2)cc1,/,5,/,/,/,-4,/,1,-4
Cc1ccc(C(=O)N/C(=C\c2ccco2)C(=O)NCCCN2CCOCC2)cc1C,-0.6,8,-1.3,-6,24,3,-12,0,-5
OC(CN1CCOCC1)C12CC3CC(CC(C3)C1)C2 (stereo not given),2.0,-32,-0.9,2,11,-3,3,-2,-7
COc1ccc(C(C(=O)NC2CCCC2)N(C(=O)c2ccoc2C)c2ccc(C)c(C)c2)cc1 (stereo not given),-3.7,-19,-3.1,14,-6,3,2,0,-3
O=C(NCc1ccccc1)C(c1ccco1)N(C(=O)c1ccccn1)c1ccc(F)cc1 (stereo not given),1.4,13,-1.9,5,13,3,-3,-6,2
COc1ccc(-n2nc(C)c3sc(C)nc3c2=O)cc1,-1.7,-7,0.5,-8,2,5,-20,-4,-1
O=C(c1ccc2c3n(nc2c1)-c1ccccc1CO3)N1CCOCC1,/,4,/,/,12,-2,-14,2,/
O=[N+]([O-])c1ccccc1CN1CCN(Cc2ccc3ccccc3c2)CC1,-0.8,0,-0.7,-42,13,3,4,3,-5
O=S(=O)(c1cnc(Cl)c(Br)c1)N1CCN(c2ncccn2)CC1,-0.5,8,-2.1,2,0,10,-13,3,-7
COc1cccc(CN(C)CC2CCCN(CCc3ccccc3C)C2)c1 (stereo not given),-1.3,0,0.3,-17,-9,5,-6,0,-14
O=C(NC(=S)NCc1ccc(Cl)cc1)c1ccco1,/,13,/,/,/,3,/,0,-4
Cc1ccc(C)c(OCC(=O)Nc2ccc3c(c2)OCO3)c1C,-0.5,-12,3.0,18,13,3,2,-3,1
Cn1c(-c2ccc(F)cc2)cnc1SCC(=O)Nc1ccccc1N1CCOCC1,-1.4,7,-1.5,-1,-7,-1,-2,6,-2
COc1cccc(NC(=O)C2CCC(CNS(=O)(=O)c3cccc4cccnc34)CC2)c1 (stereo not given),-5.0,-17,-1.9,-7,7,5,-1,-5,-6
COCCCn1c(=O)c2sccc2n(Cc2ccccc2C)c1=O,-0.2,-10,-2.7,-12,16,-3,-10,1,-8
Cc1cc(NC(=O)c2ccc(-c3ccccc3F)o2)no1,-2.4,-24,-3.4,8,5,4,-8,-5,-6
CN(CC(=O)Nc1ccccc1Cl)C(=O)COC(=O)c1ccc(C(F)(F)F)cc1,/,-6,/,/,/,1,/,4,-5
CC[C@@H](C)[C@@H](C(=O)N1CCN(C(=O)OC(C)(C)C)CC1)n1cc(CCC(=O)O)nn1,/,-13,/,/,-3,6,-3,0,-6
O=C(NCCO)/C(=C\c1ccco1)NC(=O)c1ccco1,-1.1,-8,-3.1,7,18,4,-4,/,2
Cc1nn(-c2ccccc2)c2sc(C(=O)N3CCOCC3)cc12,6.8,-6,-0.4,-7,4,-3,-11,2,-6
CCc1nnc(NC(=O)c2sc3nc4c(cc3c2N)CCCCC4)s1,-5.4,-79,-5.6,13,10,2,1,1,0
COc1ccc(OC)c(NC(=O)CSc2nc3c(c(=O)n(C)c(=O)n3C)n2C)c1,-0.7,6,-1.4,0,22,-4,-4,-2,-4
# Additional entries follow.
SMILES,VIM-2 inh,CRFR2-BP antag,IMP-1 inh,NS3 helicase inh,SUMO HTRF inh,IDE act,pCIP destab,IDE inh,GalR3 antag
O=C(NC1CCCc2c1cnn2-c1cc(F)cc(F)c1)c1ccccn1 (stereo not given),-0.4,22,-2.2,-12,-8,-7,-2,-1,0
Cc1ccc(-c2n[nH]c(=S)n2-c2ccccc2)cc1,13*,2,-3.1,-17,17,-8,6,0,0
COc1ccc2c(C)cc(SCC(=O)Nc3ccc(Cl)cn3)nc2c1,-0.8,-24,-4.9,7,-1,4,-19,-1,-10
CCOC(=O)N1CCN(S(=O)(=O)c2ccc(C)cc2)CC1,-3.3,-7,-4.2,7,7,0,-11,7,5
CCOC(=O)C1CCN(C(=O)c2ccc3c(SCC(=O)O)c4c(nc3c2)CCCC4)CC1,0.2,-1,-1.3,9,21,0,3,7,-4
S=c1[nH]nc(-c2ccc3ccccc3n2)n1-c1ccc2c(c1)OCCO2,20*,1,-1.7,-5,5,0,-26,-4,10
COCCn1nnnc1C(C(C)C)N(Cc1ccccc1)Cc1cc2cc(OC)ccc2[nH]c1=O (stereo not given),-0.5,-18,-1.4,-1,30,-11,5,/,65*
CCC(C(=O)OC)(C(=O)OC)c1ccc([N+](=O)[O-])cc1,-4.2,-8,-2.5,26,21,7,-19,-7,-2
CCNc1ccc(C(=O)NN=C2CCCC2)cc1[N+](=O)[O-],-6.3,9,-5.3,1,13,0,-9,-3,-2
Cc1[nH]n(-c2ccccc2)c(=O)c1/C=N\NC(=O)C1COc2ccccc2O1 (stereo not given),-3.4,9,-2.8,14,-26,7,4,-4,-3
N#CCCN(C(=O)CSc1nc(-c2ccccc2)cn1N)c1ccc(F)cc1,1.4,6,-1.6,9,2,-1,4,4,1
COC(=O)Nc1nc2c(C)cccc2s1,-1.9,-26,-3.2,7,6,0,4,4,-9
CC1CCCCC1NC(=O)CN1C(=O)COc2ccccc21 (stereo not given),0.4,-4,-1.1,-7,-8,1,8,2,-2
CCc1cccc(CC)c1NC(=O)c1ccccc1,-3.5,33,-2.9,7,9,1,3,-3,-4
O=C(NCC1CCCO1)c1ccc(CS(=O)(=O)Cc2ccc(F)cc2)o1 (stereo not given),0.7,-4,-0.9,-1,18,4,-11,2,1
CC(=O)c1ccc(S(=O)(=O)Nc2ccc(N3CCOCC3)cc2)cc1,-4.4,8,-5.1,0,11,7,2,-4,-9
CCCCSc1nc(N)c(NC(=O)c2ccco2)c(=O)[nH]1,-1.2,-22,-1.2,5,0,5,-5,2,/
CCN1CCN(C(c2ccc(OC)c(OC)c2)c2nnnn2C(C)(C)C)CC1 (stereo not given),-0.8,8,-2.2,6,10,-8,9,/,-3
CC(C)(C)S(=O)(=O)c1cnc2c(-c3ccc(Cl)cc3)cnn2c1N,-0.2,-17,0.1,0,6,2,-4,-1,-5
CC(=O)c1ccccc1NC(=O)COC(=O)c1ccccc1NC(=O)c1ccccc1,-3.0,-58,-0.6,1,-11,5,0,-3,-5
COc1ccc(CCNC(=O)C(=O)NCC2OCCN2S(=O)(=O)c2ccc(OC)cc2)cc1 (stereo not given),-0.9,64*,-1.3,-1,-4,2,2,-2,/
Cc1cccc2[nH]c(SCC(=O)N3CCOCC3)nc12,1.3,-5,-2.2,5,7,-1,12,-6,-5
CN(CC(=O)Nc1c(Cl)cccc1Cl)C(=O)Cn1[nH]c(=O)c2ccccc2c1=O,/,-1,/,/,/,-1,/,-6,-5
CCn1nnnc1NCc1cccn1C,0.2,0,-1.5,7,-2,6,-4,0,5
CC(NC(=O)COc1cccnc1[N+](=O)[O-])c1ccc(F)cc1 (stereo not given),-0.1,5,-1.0,-6,10,-3,-3,-7,-8
CS(=O)(=O)Nc1ccc(-c2cc(/C=C3\SC(N)=NC3=O)c[nH]c2=O)cc1,-1.0,-7,-4.0,20,-3,4,3,-2,0
COC(=O)c1cccc(NC(=O)CCNC(=O)c2ccco2)c1,0.3,-8,-1.5,2,-2,3,4,2,-8
Cc1ccc(SCc2nnc(N)s2)cc1,-2.6,6,-3.0,0,1,3,-13,-4,-4
CNS(=O)(=O)c1ccc2c(c1)NC(=O)C1CCCN21 (stereo not given),-2.9,-4,-2.1,0,18,1,-5,4,1
C/C(=N\NC(=O)C1(C)CC1(Br)Br)c1cccc(NC(=O)c2ccc(C)o2)c1 (stereo not given),-2.0,-25,-1.1,-3,13,-4,-11,-1,-4

# Part of the list above in order of molar mass, rising:
SMILES,VIM-2 inh,CRFR2-BP antag,IMP-1 inh,NS3 helicase inh,SUMO HTRF inh,IDE act,pCIP destab,IDE inh,GalR3 antag
OC(CN1CCOCC1)C12CC3CC(CC(C3)C1)C2 (stereo not given),2.0,-32,-0.9,2,11,-3,3,-2,-7
CCNc1ccc(C(=O)NN=C2CCCC2)cc1[N+](=O)[O-],-6.3,9,-5.3,1,13,0,-9,-3,-2
CCOC(=O)N1CCN(S(=O)(=O)c2ccc(C)cc2)CC1,-3.3,-7,-4.2,7,7,0,-11,7,5
COC(=O)c1cccc(NC(=O)CCNC(=O)c2ccco2)c1,0.3,-8,-1.5,2,-2,3,4,2,-8
COCCCn1c(=O)c2sccc2n(Cc2ccccc2C)c1=O,-0.2,-10,-2.7,-12,16,-3,-10,1,-8
O=C(NCC1CCCO1)c1ccc(CS(=O)(=O)Cc2ccc(F)cc2)o1 (stereo not given),0.7,-4,-0.9,-1,18,4,-11,2,1
CCN1CCN(C(c2ccc(OC)c(OC)c2)c2nnnn2C(C)(C)C)CC1 (stereo not given),-0.8,8,-2.2,6,10,-8,9,/,-3
O=S(=O)(c1cnc(Cl)c(Br)c1)N1CCN(c2ncccn2)CC1,-0.5,8,-2.1,2,0,10,-13,3,-7
Cn1c(-c2ccc(F)cc2)cnc1SCC(=O)Nc1ccccc1N1CCOCC1,-1.4,7,-1.5,-1,-7,-1,-2,6,-2
COc1cccc(NC(=O)C2CCC(CNS(=O)(=O)c3cccc4cccnc34)CC2)c1 (stereo not given),-5.0,-17,-1.9,-7,7,5,-1,-5,-6
CCOC(=O)C1CCN(C(=O)c2ccc3c(SCC(=O)O)c4c(nc3c2)CCCC4)CC1,0.2,-1,-1.3,9,21,0,3,7,-4
CCOc1ccc(OCCCC(=O)N2CCN(S(=O)(=O)c3ccccc3C#N)CC2)cc1,/,4,/,/,/,0,/,-3,-2
COc1ccc(CCNC(=O)C(=O)NCC2OCCN2S(=O)(=O)c2ccc(OC)cc2)cc1 (stereo not given),-0.9,64*,-1.3,-1,-4,2,2,-2,/

# From PubChem
